SSB-PriA inh = K. pneumoniae PriA-SSBct interaction inhibition. AlphaScreen SSBct-PriA binding, biotinylated peptide. inhibition, % at 33 µM. actives 0.6% (n = 430,000). AID 1272365; in the data active means inhibition mostly above about 37%, no sharp cut-off; inactive means mostly below about 20%;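 further: plate controls were negative control peptide for no effect and reference peptide for full effect; strong numbers were not always called active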
An asterisk follows results filed as active; & = joins results of further samples. Not all compounds are listed. The share of hits here may be higher or lower than overall.

SMILES	SSB-PriA inh
O=C(CSc1ccc(NC(=O)c2cccs2)nn1)NCc1ccco1	-17&1
CC1(C)Cc2cccc(OCC(=O)N3CCSC(c4ccccc4F)CC3)c2O1 (stereo not drawn)	-12
CCOc1ccccc1C(=O)N1CCc2ncncc2C1	-11
CCc1ccc(OC)c(S(=O)(=O)Nc2ccc3c(c2)N(CCC(C)C)C(=O)C(C)(C)CO3)c1	-17
O=C(CCN1C(=O)COc2ccccc21)Nc1ccc(F)cc1	48
COC(=O)c1cc(OC)c(OC)cc1NC(=O)c1nnn(-c2ccccc2)c1C	5
Cc1nn(C)c(C)c1S(=O)(=O)NCc1ccccc1-c1ccsc1	0
O=C(Nc1nnc(-c2ccc3c(c2)CCCC3)o1)C1CC1	2
COc1ccc(C(=O)Nc2ccccc2SC)cc1	-42
S=C(NN=Cc1ccc(Cl)c(Cl)c1)Nc1ccccc1Cl	0
CC(C)C(=O)Nc1ccc(SCC(=O)Nc2ccc3c(c2)OCO3)nn1	-8
O=S(=O)(c1cccc(C(F)(F)F)c1)N1CCN(c2ccc(-c3ccco3)nn2)CC1	1
COC1(CNC(=O)c2ccoc2)CCSC1 (stereo not drawn)	11
CCCOc1ccc(C=NNc2ccc(C(=O)O)cc2)c(OCCC)c1	-7
Cc1noc(CNC(=O)COc2ccccc2C)n1	-6
CC(=NNC(=O)c1cccc(N2CCCC2=O)c1)c1ccc(N)cc1	-14
Cc1cc(=O)[nH]c(NN=Cc2c(C)nn(-c3ccccc3)c2C)n1	-1
COC(=O)c1cccc(Nc2ncnc3sc4c(c23)CCC4)c1	-12
N#Cc1nccnc1OC1CCN(C(=O)CCn2ccc(=O)[nH]c2=O)C1 (stereo not drawn)	-9
Cc1nc2ccc(NC(=O)CCc3ccccc3)cc2c(=O)n1-c1ccccc1	-3
O=C1Nc2ccc(S(=O)(=O)NCCCCCCNS(=O)(=O)c3ccc4c5c(cccc35)C(=O)N4)c3cccc1c23	-10
NC(=NN=Cc1ccc(O)cc1)N[N+](=O)[O-]	-41
CCOC(=O)c1c(-c2ccc(Cl)cc2)csc1NC(=O)CSc1nnc2ccccn12	-13
Cc1[nH]c(=O)cc2cc3c(cc12)c1ccccc1n3C	11
Cc1cc(C)c2nc(NC(=O)c3ccc(S(=O)(=O)N4CCOCC4)cc3)sc2c1	-2
COc1ccc(S(=O)(=O)Nc2ccc3oc(-c4ccccc4F)cc(=O)c3c2)cc1	6
O=S(=O)(N1CCOCC1)N1CCN(C(c2ccccc2)c2ccccc2)CC1	6
CC(=O)Nc1nc(-c2ccc(Cl)c(Cl)c2)cs1	-12
COc1ccc(CC(C)(O)CNC(=O)c2ccccc2C(F)(F)F)cc1 (stereo not drawn)	1
O=S(=O)(NN=C1CCCc2ccccc21)c1ccc(Br)cc1	2
CCCNC(=O)NCCn1ccc(-c2ccsc2)n1	0
COc1ccc(C2(CNC(=O)CSC3CCCC3)CCCC2)cc1	-24
O=C(Nc1nc(-c2cc([N+](=O)[O-])cs2)cs1)c1ccc(S(=O)(=O)N2CCOCC2)cc1	-1
CCOc1cc(C=NNC(=O)NN=Cc2ccc(O)c(OCC)c2)ccc1O	-1
Cc1ccc(S(=O)(=O)c2ccc(C(=O)Nc3cccc(C)c3C)cn2)cc1	2
CCC(=O)Nc1ccc(SCC(=O)NCc2cccs2)nn1	-9
Cc1cc(NC(=O)[C@H](C)Oc2ccccc2)n(-c2nc(-c3cccs3)cs2)n1	-7
CN(C)C(=O)c1ccc(S(=O)(=O)NCc2cccs2)o1	-4
O=C(CSC(Cc1ccc(Br)cc1)C(=O)O)Nc1ncc(Cc2ccccc2)s1 (stereo not drawn)	10
CCc1nc(Sc2nnc3sc4ccccc4n23)c2c3c(sc2n1)CCCC3	-3
COc1ccc(CC(C)(O)CN)cc1 (stereo not drawn)	-7
Cn1c(C(F)(F)F)nn(CCNC(=O)C2CCC2)c1=O	-7
CCOC(=O)c1ccc(NC(=O)CS(=O)(=O)c2ccccc2)cc1	0
Cn1cnc(S(=O)(=O)NCC2CCN(C(=O)COc3ccccc3)CC2)c1	10
Cc1cccc(CC(=O)Nc2ccc(C)c(N3CCCCC3=O)c2)c1	9
COc1nn(C)cc1C(=O)N1CCC(Oc2nccnc2OC)C1 (stereo not drawn)	-5
NC(=O)Cc1csc(N)n1	1
Cc1cc(NN=Cc2ccccc2O)nc(-c2ccccc2O)n1	-5
O=C(CC1CCCCN1S(=O)(=O)c1ccccc1)Nc1ccccc1Cl (stereo not drawn)	20
CC(C)NC(=O)CSc1nc2c(-c3ccccc3)c[nH]c2c(=O)n1C	-18
Cc1nc(C)c(C(=O)N2CCC(c3nnc(C4CC4)o3)CC2)s1	-19
O=S(=O)(c1ccc(Oc2ccccc2Cl)cc1)N1CCCC1	-13&-8
COC1(CNC(=O)c2ccccc2S(=O)(=O)C(F)F)CCSC1 (stereo not drawn)	-8
Cn1nc(-c2ccccc2NC(=O)c2cc(=O)c3ccccc3o2)ccc1=O	-17
O=C1NC(C(=O)O)=C[C@@H](c2ccccc2)N1	-12
O=C(Cn1c(=O)n(Cc2ccccc2)c(=O)c2ncccc21)NC[C@H]1CCCO1	-12
O=C(CCS(=O)(=O)c1ccccc1)NCCSC1CCOCC1	1
Cn1cnnc1SCCNC(=O)c1cccc(-n2ccc3ccccc32)c1	3
O=C(c1ccc(Br)o1)N1CC[C@H](Oc2cccnn2)C1	-14
CCOC(=O)C(/C=C(\C#N)C(=O)OCC)=C(N)N1CCN(c2ccc(OC)cc2)CC1	4

Next results follow.
SMILES	SSB-PriA inh
Cc1[nH]c(=O)nc(SCC(=O)NC2CCCC2)c1C#N	-4
Cc1c(Cl)cccc1S(=O)(=O)N[C@H]1CCN(c2nccs2)C1	5
CCOc1cc(=O)c(C(=O)NCc2cc(F)cc(F)c2)nn1-c1ccccc1	-5
CC(=NNC(=O)c1ccncc1)c1cc2ccccc2oc1=O	11
CSc1ccccc1NC(=O)C(=O)NCc1c(F)cccc1F	-39
COc1ccc(C(=O)CSc2nnc(COc3ccc(Br)cc3)n2-c2ccccc2)cc1	-8
O=C(NCCN1CCOC(c2ccccc2)C1)c1ccc2c(c1)OCO2 (stereo not drawn)	-6
O=S(=O)(Cc1nc(-c2cccc(Cl)c2)no1)c1ccc(F)cc1	-2
COc1ccc(-c2cn3c(C(=O)N4CCN(C(c5ccccc5)c5ccccc5)CC4)csc3n2)cc1	2
O=C(Nc1ccccc1F)N(CCc1cccs1)Cc1ccoc1	18
Cc1cc(C)n(-c2nc(-c3ccccc3)c3cc(Cl)ccc3n2)n1	-13&1
Nc1cccc(N2CCCC2=O)c1	11
Fc1ccc(NN=Cc2cccnc2)c(F)c1	0
Cn1nc(-c2ccc(NC(=O)c3ccc(Br)o3)cc2)ccc1=O	-18
O=C(NCC[C@H](O)c1ccsc1)c1cc(C2CC2)on1	-6
C[C@](O)(CNC(=O)c1cccc(C#N)c1)c1cccs1	-3
COc1ccc2c(CC(=O)NC(C)c3ccccc3)cc(=O)oc2c1 (stereo not drawn)	-12
CC(=O)N(N=C1Sc2ccccc2C1=O)c1ccccc1	37
COc1cc(NC(=O)C(c2ccccc2)c2ccccc2)ccc1N1CCCC1=O	-21
COc1cc(C(=O)NCC(=O)NN=C/C(C)=C\c2ccccc2)cc(OC)c1OC	-2
CC(C)CS(=O)(=O)C1CN(C(=O)C2c3ccccc3Oc3ccccc32)C1	-11
CC(C)c1ccccc1OCCOC[C@@H](O)CN1CCN(c2ccccc2F)CC1	1
O=C(Nc1ccc(N2CCCCC2=O)cc1)Nc1cccc(Cl)c1	-7
COc1ccc(Br)c(C(=O)NCC2(OC)Cc3ccccc3C2)c1	-17
Cc1cc(NC(=O)c2ccc([N+](=O)[O-])o2)n(-c2nc3c(cnn3-c3ccc(F)cc3)c(=O)[nH]2)n1	1
O=C1NCCN1C(=O)Nc1ccc2c(c1)N(C(=O)c1ccco1)CC2	-3
CCOC(=O)c1ccc(NC(=O)c2c3c(nc4ccccc24)CCCC3)cc1	-4
CCSc1ccccc1C(=O)NCCn1nc(-n2cncn2)ccc1=O	-13
CCC(=O)Nc1ccc(S(=O)(=O)NCC2CCN(Cc3cccs3)CC2)c(C)c1	-8
COc1ccc(F)cc1S(=O)(=O)NCC#CCOc1ccccc1C(N)=O	-5
Cc1ccc(N2C(=O)CC(Sc3ccccc3C(=O)O)C2=O)c(Br)c1 (stereo not drawn)	4
CCn1nnc2c(Nc3ccc(Br)cc3F)ncnc21	-14
CCCSc1nnc(NC(=O)c2ccccc2[N+](=O)[O-])s1	-7
Cn1nc(C(=O)OC2CN(c3nc4c(C(F)(F)F)cccc4s3)C2)ccc1=O	-3
COc1cccc2cc(C(=O)N3CCCC4(C3)OC(=O)c3ccccc34)oc12 (stereo not drawn)	-17
COCC(=O)NCC1(Sc2ccccc2)CCOCC1	-19
Cn1cccc1-c1noc(CNC(=O)Cc2ccsc2)n1	5
O=C(NN=Cc1c[nH]c2ccc(Br)cc12)c1ccn(Cc2ccc(Cl)cc2)n1	4
COC(=O)N1CCc2c(sc(NC(=O)c3ccc([N+](=O)[O-])s3)c2C#N)C1	-9
O=C(Cn1c(N2CCN(c3ccccc3)CC2)nc2ccccc2c1=O)NCCc1cccs1	-18
CC(C)Sc1cccc(C(=O)Nc2sc(-c3ccccc3)cc2C(N)=O)c1	-22&-17
O=C(CCCSc1ccc(NC(=O)C2CC2)nn1)NCc1ccccc1Cl	-2
O=C(CNS(=O)(=O)c1ccc2c(c1)OCCO2)N1CCOC(c2ccccc2)C1 (stereo not drawn)	2
Cc1cc(C(=O)NN=Cc2cc(Cl)cc([N+](=O)[O-])c2O)c2ccccc2n1	13
Cc1cc(N)n(-c2nc(-c3ccc4c(c3)OCO4)cs2)n1	2
C[C@](O)(CNC(=O)COc1ccccc1F)c1ccc(-c2ccccc2)cc1	-13
COc1ccc(N(CC(=O)NN=Cc2ccc(OC3CSC3)cc2)S(=O)(=O)c2ccccc2)cc1	-8
COc1ccc(-n2c(C)c(C)n3c4c(=O)n(CCN5CCOCC5)c(=O)n(C)c4nc23)cc1Cl	-9
COCCN1CCCc2ccc(NS(=O)(=O)c3cc(C)c(C)cc3OC)cc21	23
O=C(COc1ccc(F)cc1)N1CC[C@H](c2ccc3c(c2)OCO3)C1	-1
COc1ccc(S(=O)(=O)Nc2ccccc2C(=O)Nc2nc3c(C)cccc3s2)cc1	2
O=C(NCCn1ncc2c(N3CCN(c4ncccn4)CC3)ncnc21)C12CC3CC(CC(C3)C1)C2	-10
CC(=NNC(=O)c1cc(C)[nH]n1)c1ccncc1	-3
CCOc1ccc(-c2c(C(=O)NN=C(C)c3ccccc3OC)nnn2-c2nonc2N)cc1	3
COc1ccc(C(=O)NCCc2nnc3ccc(SCC(=O)NCc4ccccc4Cl)nn23)cc1	-1
O=C(CN1C(=O)c2ccccc2C1=O)NCC1CCN(C2CCCC2)CC1	-11
O=C(COc1ccccc1F)Nc1ccc2c(c1)N(C(=O)c1ccco1)CCC2	-6
O=C(Cc1csc(SCc2ccc(Cl)cc2)n1)Nc1ccc2c(c1)OCCO2	1
O=S(=O)(NCCOc1ccc2nnc(-c3ccccc3)n2n1)c1ccc(Cl)s1	6
c1ccc2sc(OC3CNC3)nc2c1	-10

The results go on:
SMILES	SSB-PriA inh
COc1ccc(NC(=O)CCc2csc(NC(=O)c3ccc[nH]c3=O)n2)cc1OC	-4
CN1CCN(NC(=O)N[C@H]2CC(=O)N(c3ccccc3)C2)CC1	-7
CSc1ccccc1C(=O)N(Cc1cccs1)C1CCOCC1	-25
CC(O)CN1CCN(C(=O)NCc2ccc(F)cc2)CC1 (stereo not drawn)	7
COC(=O)N1CCC(CNC(=O)Nc2c(F)cccc2F)CC1	-2
COc1c2ccc(C(=O)NC3CCN(c4ccc(C(F)(F)F)cn4)C3)cc2nn1C (stereo not drawn)	-1
COc1cc2nc(NC(=O)c3ccco3)sc2cc1OC	7
O=C(CC1SC(=NS(=O)(=O)c2ccccc2)N(c2ccccc2)C1=O)Nc1ccc(F)cc1 (stereo not drawn)	-11
O=C(COc1ccccc1)NCCOc1ccccc1	-12
CC(C)(C)c1ccc(OC[C@@H](O)CNc2ccc(Br)cc2)cc1	3

Molecules listed so far with a Cl atom (16):
SMILES	SSB-PriA inh
S=C(NN=Cc1ccc(Cl)c(Cl)c1)Nc1ccccc1Cl	0
CCOC(=O)c1c(-c2ccc(Cl)cc2)csc1NC(=O)CSc1nnc2ccccn12	-13
CC(=O)Nc1nc(-c2ccc(Cl)c(Cl)c2)cs1	-12
O=C(CC1CCCCN1S(=O)(=O)c1ccccc1)Nc1ccccc1Cl (stereo not drawn)	20
O=S(=O)(c1ccc(Oc2ccccc2Cl)cc1)N1CCCC1	-13&-8
Cc1c(Cl)cccc1S(=O)(=O)N[C@H]1CCN(c2nccs2)C1	5
O=S(=O)(Cc1nc(-c2cccc(Cl)c2)no1)c1ccc(F)cc1	-2
Cc1cc(C)n(-c2nc(-c3ccccc3)c3cc(Cl)ccc3n2)n1	-13&1
O=C(Nc1ccc(N2CCCCC2=O)cc1)Nc1cccc(Cl)c1	-7
O=C(NN=Cc1c[nH]c2ccc(Br)cc12)c1ccn(Cc2ccc(Cl)cc2)n1	4
O=C(CCCSc1ccc(NC(=O)C2CC2)nn1)NCc1ccccc1Cl	-2
Cc1cc(C(=O)NN=Cc2cc(Cl)cc([N+](=O)[O-])c2O)c2ccccc2n1	13
COc1ccc(-n2c(C)c(C)n3c4c(=O)n(CCN5CCOCC5)c(=O)n(C)c4nc23)cc1Cl	-9
COc1ccc(C(=O)NCCc2nnc3ccc(SCC(=O)NCc4ccccc4Cl)nn23)cc1	-1
O=C(Cc1csc(SCc2ccc(Cl)cc2)n1)Nc1ccc2c(c1)OCCO2	1
O=S(=O)(NCCOc1ccc2nnc(-c3ccccc3)n2n1)c1ccc(Cl)s1	6
